KOR beta-arrestin-1 – KOR agonists, beta-arrestin recruitment, primary screen, cell-based, luminescence, uHTS (AID 1777); KOR beta-arrestin recruitment, luminescence; higher % means a stronger effect; one-dose activation, % at 10 µM; EC50 in µM for titrated hits; 0.02% of 280,000 active; in the data active means activation above about 50%, passing the limit was not always enough; further: a part of the inactive calls stands beside numbers as strong as those of hits
T cell HTS – modulates CD8 T cell binding to vesicles. AID 2052. 0.068% of 330,000 active. 2C CD8+ T cell-vesicle binding, flow cytometry; stronger effect = lower value. calls only at 7 µM;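 active means response, share of CD8 T cells binding vesicles, and their 90th percentile fluorescence all below set limits, cut at about 80% in these data, passing the limit was not always enough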
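Also added: QL9-peptide-loaded Drosophila micro-vesicles bearing Ld, ICAM-1 and B7-1; Test system: purified 2C TCR transgenic mouse naive CD8+ T cells; Measured by: cytometric PE anti-B7-1 and Alexa647 anti-CD8 signals after 1% paraformaldehyde fixation; Timing: binding step 1.5 h, 37 °C, antibody labelling 20 min, ice.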
GPR55 beta-arrestin – selective activators of receptor GPR55 – imaging, U2OS cells, beta-arrestin-GFP redistribution, primary screen (AID 1961); activation, % at 10 µM, or EC50 in µM where a hit was titrated; U2OS GPR55 beta-arrestin-GFP redistribution imaging; higher % means a stronger effect; 0.048% of 290,000 active;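 active means activation above 40% with more than 50 cells counted in the well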;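 further: U2OS osteosarcoma cells stably expressing GPR55 and beta-arrestin-GFP; plate controls were DMSO negative control for no effect and LPI positive control for full effect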
NTR1 ag – agonists of NTR1, primary screen, imaging, U2OS cells, beta-arrestin-GFP, high content (AID 493036); NTR1-U2OS beta-arrestin-GFP spot imaging, agonist mode; activation, % at 20 µM; 0.17% of 330,000 active;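 active means activation at or above 40% of the spot to cytoplasm intensity ratio, with at least 20 cells analyzed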;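 further: 0% = DMSO without peptide and 100% = 100 nM NTR1 peptide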
Target sequence (P30989 whole entry, looked up): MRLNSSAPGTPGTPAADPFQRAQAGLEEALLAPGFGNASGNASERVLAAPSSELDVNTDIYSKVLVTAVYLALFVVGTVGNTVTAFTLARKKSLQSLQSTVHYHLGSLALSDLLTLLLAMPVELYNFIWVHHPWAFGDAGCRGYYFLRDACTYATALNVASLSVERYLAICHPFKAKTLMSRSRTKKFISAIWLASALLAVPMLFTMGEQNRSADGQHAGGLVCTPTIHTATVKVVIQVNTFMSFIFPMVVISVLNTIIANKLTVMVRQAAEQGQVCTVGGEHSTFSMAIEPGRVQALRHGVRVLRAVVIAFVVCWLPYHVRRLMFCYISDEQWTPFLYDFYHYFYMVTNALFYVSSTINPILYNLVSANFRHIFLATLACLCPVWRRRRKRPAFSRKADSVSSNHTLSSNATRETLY
GPR55 antagonists – inhibition of LPI-stimulated GPR55 beta-arrestin translocation – imaging, U2OS, beta-arrestin-GFP, LPI agonist, primary screen (AID 2013); 0.13% of 290,000 active; U2OS GPR55 beta-arrestin-GFP translocation imaging, LPI antagonism; higher % means a stronger effect; inhibition, % at 10 µM, or IC50 in µM where a hit was titrated;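 active means spots per cell inhibited over 60%, with over 100 cells counted and total cytoplasm intensity under 500,000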;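 further: U2OS cells stably carrying GPR55 and arrestin-GFP stimulated by 5 µM LPI near EC80; imaged beta-arrestin-GFP aggregate spots per cell after agonist stimulation; plate controls were LPI-stimulated DMSO wells for no effect and DMSO wells without LPI for full effect; some results filed as inactive read as strong as hits; confirmed hits need IC50 under 10 µM and bright autofluorescent wells are also inconclusive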
West Nile antiviral – inhibition of WNV-induced cytopathic effect – cell-based, CPE readout (AID 1621) | West Nile virus-infected cells, CPE inhibition; higher % means a stronger effect | 0.02% of 290,000 active | CPE inhibition, % at 10 µM; hits with a dose series show IC50 in µM; in the data active means a potency from the dose series; further: strong numbers were not always called active
PhoP inhibition – PhoP-dependent GFP reporter repression – Salmonella Typhimurium, primary screen (AID 1863). S. Typhimurium PhoP-regulated promoter GFP reporter, 4 h; higher % means a stronger effect. inhibition, % at 50 µM, or IC50 in µM where a hit was titrated. 0.16% of 300,000 active;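 active means inhibition over 29.93%, a cutoff 3 SD above the screen mean, later confirmed by dose response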;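 further: 0% = low Mg2+ inducing control and 100% = high Mg2+ repressing control; strong numbers were not always called active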
KOR beta-arrestin-2 – KOR antagonists, beta-arrestin recruitment, cell-based, luminescence, uHTS (AID 1778); 0.091% of 290,000 active; inhibition, % at 10 µM; hits with a dose series show IC50 in µM; KOR beta-arrestin recruitment, luminescence, antagonist mode; higher % means a stronger effect; in the data active means inhibition above about 50%; further: strong numbers were not always called active
GPR35 arrestin U2OS – GPR35 antagonists blocking zaprinast-driven arrestin recruitment, primary screen, imaging, U2OS, beta-arrestin-GFP, zaprinast agonist (AID 2058) | U2OS GPR35 beta-arrestin-GFP translocation imaging, zaprinast antagonism; higher % means a stronger effect | one-dose inhibition, % at 10 µM; IC50 in µM for titrated hits | 0.052% of 290,000 active;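 active means inhibition of at least 50% with at least 30 cells and total cytoplasm GFP at most 10,000,000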
T cell HTS vesicle-bound % – further read-out of T cell HTS, marked with its call; double positive events, %; measured here: CD8+ vesicle-bound cell fraction;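 binding gate set so that unloaded-vesicle control wells show 10% double positive cells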
NTR1 ag cell count 20 µM – further read-out of NTR1 ag, marked with its call; cell count; measured here: cell count, cytotoxicity flag
Active calls of the source: *; [ ] = dose if it differs, or a comment.

`Cc1ccccc1-n1cnc2c(sc3nc(N4CCOCC4)c4c(c32)CCCC4)c1=O` gave T cell HTS inactive, GPR55 beta-arrestin -0.2%, NTR1 ag 0.2, GPR55 antagonists 1.7%, West Nile antiviral 1.3%, PhoP inhibition -8.2%, KOR beta-arrestin-2 -37.3%, GPR35 arrestin U2OS -0.2%, T cell HTS vesicle-bound % 57.2 and NTR1 ag cell count 20 µM 54.
COC(=O)c1ccc(Cn2c(C)cc(C)[n+]2C)o1 was read as KOR beta-arrestin-1 2.5%, T cell HTS inactive, GPR55 beta-arrestin -0.1%, NTR1 ag -1.4, GPR55 antagonists 5.0%, West Nile antiviral 0.2%, PhoP inhibition 11.1%, KOR beta-arrestin-2 -41.3%, GPR35 arrestin U2OS -1.9%, T cell HTS vesicle-bound % 65.4 and NTR1 ag cell count 20 µM 63.
CCOc1ccc(NC(=O)/C=C/c2ccccc2)c([N+](=O)[O-])c1 was read as KOR beta-arrestin-1 -3.0%, T cell HTS inactive, GPR55 beta-arrestin -0.1%, NTR1 ag 1.0, GPR55 antagonists -2.8%, West Nile antiviral -1.3%, PhoP inhibition 13.0%, KOR beta-arrestin-2 -14.4%, GPR35 arrestin U2OS 9.8%, T cell HTS vesicle-bound % 28.1 and NTR1 ag cell count 20 µM 72.
`Cc1[nH][nH]c(=O)c1C(c1ccc(Br)cc1)c1c(C)[nH][nH]c1=O` gave KOR beta-arrestin-1 3.3%, T cell HTS inactive, GPR55 beta-arrestin -0.2%, NTR1 ag 1.1, GPR55 antagonists 9.8%, West Nile antiviral -0.5%, PhoP inhibition 8.5%, KOR beta-arrestin-2 17.8%, GPR35 arrestin U2OS 7.2%, T cell HTS vesicle-bound % 4.3 and NTR1 ag cell count 20 µM 53.
COc1ccc(-c2nnc(SCCc3ccccc3)n2N)cc1 was read as KOR beta-arrestin-1 -0.8%, T cell HTS inactive, GPR55 beta-arrestin 0.2%, NTR1 ag -0.2, GPR55 antagonists -9.4%, West Nile antiviral 0.1%, PhoP inhibition 4.5%, KOR beta-arrestin-2 8.5%, GPR35 arrestin U2OS -3.8%, T cell HTS vesicle-bound % 26.5 and NTR1 ag cell count 20 µM 72.
Cc1ccc2c(cnn2C(=O)CCC(=O)NC2CCCC2)c1 was read as KOR beta-arrestin-1 -4.0%, T cell HTS inactive, GPR55 beta-arrestin 0.0%, NTR1 ag 0.7, GPR55 antagonists -0.6%, West Nile antiviral -0.5%, KOR beta-arrestin-2 -21.7%[20 µM], GPR35 arrestin U2OS 5.7%, T cell HTS vesicle-bound % 45.3 and NTR1 ag cell count 20 µM 82.
For O=C(CC12CC3CC(CC(Br)(C3)C1)C2)NC1=NCCS1 the results were KOR beta-arrestin-1 -2.5%, T cell HTS inactive, GPR55 beta-arrestin 0.7%, NTR1 ag 1.1, GPR55 antagonists -2.1%, West Nile antiviral -0.3%, PhoP inhibition 4.3%, KOR beta-arrestin-2 20.6%, GPR35 arrestin U2OS -11.1%, T cell HTS vesicle-bound % 49.3 and NTR1 ag cell count 20 µM 60.
Screening CCCN1Cc2cccc(C(=O)NCc3ccccc3)c2C1=O returned KOR beta-arrestin-1 0.0%, T cell HTS inactive, GPR55 beta-arrestin -0.1%, NTR1 ag -0.7, GPR55 antagonists 0.2%, West Nile antiviral -0.2%, PhoP inhibition -0.8%, KOR beta-arrestin-2 23.2%, GPR35 arrestin U2OS -7.2%, T cell HTS vesicle-bound % 14.9 and NTR1 ag cell count 20 µM 75.
For Nc1cc(=O)[nH]c(SCCSc2ccc(F)cc2)n1 the results were KOR beta-arrestin-1 -1.5%, T cell HTS inactive, GPR55 beta-arrestin -0.2%, NTR1 ag -0.2, GPR55 antagonists 1.8%, West Nile antiviral -0.2%, PhoP inhibition -3.7%, KOR beta-arrestin-2 6.3%, GPR35 arrestin U2OS -2.7%, T cell HTS vesicle-bound % 30.4 and NTR1 ag cell count 20 µM 42.
COc1ccc(C(=O)c2nc3c(n2O)CCCCC3)cc1 was read as KOR beta-arrestin-1 -7.7%, T cell HTS inactive, GPR55 beta-arrestin -0.1%, NTR1 ag 1.0, GPR55 antagonists -16.9%, West Nile antiviral 0.4%, PhoP inhibition -12.5%, KOR beta-arrestin-2 -22.8%, GPR35 arrestin U2OS 20.8%, T cell HTS vesicle-bound % 25.1 and NTR1 ag cell count 20 µM 65.
For FC(F)(F)c1ccccc1NC(=S)NN=C1CCCCCC1 the results were KOR beta-arrestin-1 -4.2%, T cell HTS inactive, GPR55 beta-arrestin 0.7%, NTR1 ag 2.5, GPR55 antagonists -11.3%, West Nile antiviral -0.4%, PhoP inhibition -4.0%, KOR beta-arrestin-2 11.4%, GPR35 arrestin U2OS 1.0%, T cell HTS vesicle-bound % 38.3 and NTR1 ag cell count 20 µM 31.
For O=C(NCc1cccnc1)NC1(c2ccccc2)CC1 the results were KOR beta-arrestin-1 3.4%, T cell HTS inactive, GPR55 beta-arrestin 0.2%, NTR1 ag -1.5, GPR55 antagonists -2.3%, West Nile antiviral 0.2%, PhoP inhibition 3.5%, KOR beta-arrestin-2 12.9%, GPR35 arrestin U2OS 0.2%, T cell HTS vesicle-bound % 51.1 and NTR1 ag cell count 20 µM 94.
`COc1ccc(-c2noc(CN(C)S(=O)(=O)c3ccc(C)cc3)n2)cc1` gave KOR beta-arrestin-1 -4.6%, T cell HTS inactive, GPR55 beta-arrestin 0.2%, NTR1 ag 1.3, GPR55 antagonists -0.7%, West Nile antiviral -2.1%, PhoP inhibition -0.9%, KOR beta-arrestin-2 29.2%, GPR35 arrestin U2OS -8.6%, T cell HTS vesicle-bound % 14.4 and NTR1 ag cell count 20 µM 98.
For CCc1ccc(OCC(=O)Nc2ccc3oc(=O)ccc3c2)cc1 the results were KOR beta-arrestin-1 2.2%, T cell HTS inactive, GPR55 beta-arrestin 0.5%, NTR1 ag 1.8, GPR55 antagonists -1.3%, West Nile antiviral 0.0%, PhoP inhibition 1.5%, KOR beta-arrestin-2 11.7%, GPR35 arrestin U2OS -1.7%, T cell HTS vesicle-bound % 28.9 and NTR1 ag cell count 20 µM 46.
Screening COc1ccc(C2OC(=O)CC2C(=O)NCc2ccccc2Cl)cc1OC (centres undefined) returned KOR beta-arrestin-1 0.2%, T cell HTS inactive, GPR55 beta-arrestin -0.6%, NTR1 ag -0.5, GPR55 antagonists 3.9%, West Nile antiviral -0.3%, PhoP inhibition -8.5%, KOR beta-arrestin-2 -16.1%, GPR35 arrestin U2OS 3.2%, T cell HTS vesicle-bound % 29.8 and NTR1 ag cell count 20 µM 56.
Screening CSc1nc(-c2ccccc2)cn1-c1ccc(NC(C)=O)cc1 returned KOR beta-arrestin-1 3.8%, T cell HTS inactive, GPR55 beta-arrestin -0.2%, NTR1 ag -0.4, GPR55 antagonists 10.6%, West Nile antiviral -1.2%, PhoP inhibition -12.2%, KOR beta-arrestin-2 24.5%, GPR35 arrestin U2OS 4.0%, T cell HTS vesicle-bound % 52.3 and NTR1 ag cell count 20 µM 91.
For O=C(COC(=O)C1CCN(S(=O)(=O)c2cccc3cccnc23)CC1)c1ccccc1 the results were KOR beta-arrestin-1 2.3%, T cell HTS inactive, GPR55 beta-arrestin 0.4%, NTR1 ag -0.9, GPR55 antagonists 3.9%, West Nile antiviral -0.2%, PhoP inhibition 2.5%, KOR beta-arrestin-2 38.1%, GPR35 arrestin U2OS 1.7%, T cell HTS vesicle-bound % 31.1 and NTR1 ag cell count 20 µM 63.
For Cn1nc(-c2ccccc2)cc1NC(=O)CCCC(=O)O the results were KOR beta-arrestin-1 0.6%, T cell HTS inactive, GPR55 beta-arrestin 0.4%, NTR1 ag 0.7, GPR55 antagonists -3.8%, West Nile antiviral -0.2%, PhoP inhibition 2.4%, KOR beta-arrestin-2 29.0%, GPR35 arrestin U2OS -0.1%, T cell HTS vesicle-bound % 26.7 and NTR1 ag cell count 20 µM 56.
For Cc1nn(C)c(C)c1S(=O)(=O)Nc1ccc2c(c1)OCO2 the results were KOR beta-arrestin-1 3.2%, T cell HTS inactive, GPR55 beta-arrestin -0.2%, NTR1 ag -1.2, GPR55 antagonists 2.1%, West Nile antiviral 0.2%, PhoP inhibition -8.9%, KOR beta-arrestin-2 -13.2%, GPR35 arrestin U2OS -13.2%, T cell HTS vesicle-bound % 30.2 and NTR1 ag cell count 20 µM 53.
`O=C(O)c1ccc(Nc2nc(-c3ccc([N+](=O)[O-])cc3)nc3ccccc23)cc1` gave KOR beta-arrestin-1 0.7%, T cell HTS inactive, GPR55 beta-arrestin -0.2%, NTR1 ag 2.7, GPR55 antagonists -1.3%, West Nile antiviral 2.3%, PhoP inhibition -4.1%, KOR beta-arrestin-2 -101.0%, GPR35 arrestin U2OS -9.5%, T cell HTS vesicle-bound % 21.4 and NTR1 ag cell count 20 µM 87.
For O=C(CCSCc1ccccc1F)NCCc1ccccc1 the results were KOR beta-arrestin-1 -4.6%, T cell HTS inactive, GPR55 beta-arrestin 0.1%, NTR1 ag 1.0, GPR55 antagonists 15.6%, West Nile antiviral -0.4%, PhoP inhibition -6.8%, KOR beta-arrestin-2 2.3%, GPR35 arrestin U2OS 0.8%, T cell HTS vesicle-bound % 50.8 and NTR1 ag cell count 20 µM 73.
`CCOc1ccc(OCC)c(NC(=O)CC2Oc3ccc(C)cc3NC2=O)c1` (centres undefined) gave KOR beta-arrestin-1 0.6%, T cell HTS inactive, GPR55 beta-arrestin -0.1%, NTR1 ag -3.4, GPR55 antagonists 6.7%, West Nile antiviral 0.4%, PhoP inhibition 2.5%, KOR beta-arrestin-2 -0.9%, GPR35 arrestin U2OS 13.5%, T cell HTS vesicle-bound % 64.1 and NTR1 ag cell count 20 µM 58.
O=C(O)CCNS(=O)(=O)c1ccccc1C(F)(F)F was read as KOR beta-arrestin-1 -2.4%, T cell HTS inactive, GPR55 beta-arrestin -1.1%, NTR1 ag 0.2, GPR55 antagonists 2.2%, West Nile antiviral 0.7%, PhoP inhibition -11.9%, KOR beta-arrestin-2 24.1%, GPR35 arrestin U2OS -8.4%, T cell HTS vesicle-bound % 39.6 and NTR1 ag cell count 20 µM 55.
